Assay outcomes from PubChem.
ABHD5 PLIN5 PPI – ABHD5-PLIN5 interaction inhibitors, primary screen, cell lysate, split luciferase complementation, luminescence; inhibition, % at 4 µM; 360,000 tested, 0.78% active; Split G. princeps luciferase complementation, 4 h;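 active = inhibition above the mean inhibition across every tested compound plus 3 SD, cut at about 22% in these data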;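 note: 0% = DMSO only wells and the 100% control is not disclosed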
Target sequence (Q00G26 whole entry, looked up): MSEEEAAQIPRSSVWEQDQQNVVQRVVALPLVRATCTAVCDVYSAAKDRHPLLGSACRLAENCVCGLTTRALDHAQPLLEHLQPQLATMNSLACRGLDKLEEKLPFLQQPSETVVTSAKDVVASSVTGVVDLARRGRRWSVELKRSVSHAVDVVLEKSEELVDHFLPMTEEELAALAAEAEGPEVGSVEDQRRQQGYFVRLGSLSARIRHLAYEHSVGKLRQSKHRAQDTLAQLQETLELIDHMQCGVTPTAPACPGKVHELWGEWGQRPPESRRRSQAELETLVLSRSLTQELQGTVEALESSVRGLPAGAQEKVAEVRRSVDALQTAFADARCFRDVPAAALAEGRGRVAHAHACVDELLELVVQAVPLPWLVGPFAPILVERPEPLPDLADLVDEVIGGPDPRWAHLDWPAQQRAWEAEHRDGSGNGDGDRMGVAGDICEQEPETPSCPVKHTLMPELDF
Target sequence (Q8WTS1 whole entry, looked up): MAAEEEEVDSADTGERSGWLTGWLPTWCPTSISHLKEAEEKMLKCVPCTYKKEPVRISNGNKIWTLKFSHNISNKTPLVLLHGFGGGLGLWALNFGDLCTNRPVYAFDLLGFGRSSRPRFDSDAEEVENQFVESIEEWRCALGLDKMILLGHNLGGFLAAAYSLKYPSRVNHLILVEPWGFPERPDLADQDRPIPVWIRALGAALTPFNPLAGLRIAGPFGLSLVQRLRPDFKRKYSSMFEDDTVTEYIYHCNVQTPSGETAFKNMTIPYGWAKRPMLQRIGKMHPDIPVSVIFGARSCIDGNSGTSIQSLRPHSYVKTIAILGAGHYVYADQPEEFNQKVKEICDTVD
aDG glyco act – activators of alpha-DG glycosylation, primary screen, uHTS, Pro5-aDG cells, AlphaScreen; alpha-DG glycosylation AlphaScreen (IIH6); 0% Pro5, 100% B10-LARGE cell signal; activation, % at 10 µM; 360,000 tested, 0.22% active; AID 624168, 2012;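 active = activation of at least 8% versus controls, or a plate z-score of at least 8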;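 note: Pro5 are CHO cells carrying HIG-tagged alpha-DG that lacks glycosylation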
iPSC survival up – enhancers of single-cell hiPSC survival, primary screen, ATPlite luminescence; 360,000 tested, 0.044% active; survival enhancement, % at 20 µM; 100% = ROCK inhibitor wells, 0% = DMSO; in the data active = survival enhancement above about 18%;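 note: cells exposed to compounds for 16 hours before the ATP read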
N-glyco inh – increase of ERlucT glycosylation luciferase signal, primary screen, N-linked glycosylation inhibitor project, D54 ERlucT cells, luminescence, set 2. 360,000 tested, 0.23% active. reporter increase, % at 12.5 µM. D54 ERlucT glycosylation luciferase reporter, 24 h; percent of 100 nM tunicamycin response;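 active = mean luciferase reporter signal, scaled so untreated is 0 and the glycosylation-blocking control 100, at or above a set limit in every replicate; inconclusive = mean reaches the limit but not every replicate does; inactive = mean below the limit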;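 note: luciferase carries N-glycosylation sites so blocking glycosylation raises the light; 0% = median of neutral control wells and 100% = median of 100 nM tunicamycin wells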
m5-HT2A agonist – mouse Htr2a agonists via beta-arrestin recruitment, primary screen, cell-based, luminescence; 5-hydroxytryptamine receptor 2A (Mus musculus), P35363; CHO-K1 mHTR2A beta-arrestin complementation; percent of 30 µM serotonin response; activation, % at 7.6 µM; 360,000 tested, 0.66% active;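 active = activation above a run cutoff, the mean activation of all tested compounds plus 3 SD, cut at about 14% in these data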;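 note: 0% = plate median of compound wells and 100% = 30 µM serotonin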
H9c2 protect – cardioprotection against H2O2-induced cell death, primary screen, uHTS, H9c2 cells, ATPLite luminescence. H9c2 cardiomyocytes, H2O2 injury protection, 2 h. protection from H2O2 cell death, % at 20 µM. 360,000 tested, 0.63% active. AID 588492, 2011;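 active = compounds giving at least 50% protection of heart cells from peroxide-induced death in the single-dose screen, raw or plate-pattern-corrected value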;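 note: 0% = DMSO wells with peroxide and 100% = DMSO wells without peroxide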
MC4R barr agon – MC4R agonists recruiting beta-arrestin, primary screen, cell-based, luminescence, agonist arm of biased-ligand search. Melanocortin receptor 4 (Homo sapiens), P32245. U2OS MC4R beta-arrestin complementation; percent of melanotan II response, DMSO zero. activation, % at 8.9 µM. 360,000 tested, 0.98% active. AID 540308, 2011;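 active = activation above a per-plate cutoff, the mean activation of sample wells on that plate plus 3 SD, cut at about 8% in these data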
ABCB6 inh 2 – ABCB6 transporter inhibitors, primary screen, K562-ABCB6 cells, flow cytometry, MLPCN library; K562-ABCB6 porphyrin accumulation, 1 h; stronger effect = lower value; ATP-binding cassette sub-family B member 6 (Homo sapiens), Q9NP58; 360,000 tested, 0.19% active; fluorescence ratio to DMSO, % at 10 µM; AID 602162, 2011;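 active = fluorescence ratio to DMSO below 75%, the collection mean minus 3 SD; inconclusive = too few cells collected in the well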;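 note: signal is porphyrin accumulated inside mitochondria; 100% equals median channel fluorescence of DMSO control wells; lower ratio means ABCB6 inhibition with less porphyrin fluorescence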
MC4R antag cAMP – MC4R antagonists of cAMP signaling, primary screen, cell-based, TR-FRET, antagonist arm of biased-ligand search | Melanocortin receptor 4 (Homo sapiens), P32245 | AID 540295, 2011 | 360,000 tested, 0.48% active | MC4R-expressing cells, MTII-stimulated cAMP, LANCE TR-FRET | inhibition, % at 6.5 µM;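 active = inhibition above its plate's cutoff, the mean of tested wells on that plate plus 3 SD, cut at about 29% in these data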;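 note: 0% = Melanotan II alone and 100% = Melanotan II plus saturating MCL0020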
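Material – human MC4R-expressing U2OS cells · Repeats – no replicates · Detection – TR-FRET with Eu-cAMP and labeled anti-cAMP, 671 nm · Times – compound 30 min, challenge 1 h, detection 1 h · Compound – single nominal compound dose of 6.5 µM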
Exocytosis inh – LAMP-1 surface exposure blockers, TALL-104 cells – cell-based, flow cytometry, MLPCN library, primary screen; TALL-104 LAMP-1 surface exposure; cells stimulated with thapsigargin and PMA; inhibition, % at 10 µM; 360,000 tested, 0.66% active; AID 651702, 2012;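 active = inhibition above about 55%, limit read from the data; inconclusive = no clear call, values can overlap the other calls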
The depositor's hits bear a star; ? = inconclusive.

molecule,ABHD5 PLIN5 PPI,aDG glyco act,iPSC survival up,N-glyco inh,m5-HT2A agonist,H9c2 protect,MC4R barr agon,ABCB6 inh 2,MC4R antag cAMP,Exocytosis inh
CC1CCCCC1NC(=O)Cn1cnc2c1c(=O)n(C)c(=O)n2C (stereo unspecified),5,0.1,0.9,3,-8,5,0.7,99,15,5
O=c1[nH]c2ccccc2nc1C(Nc1ccccc1)c1ccccc1 (stereo unspecified),-7,0.0,-0.6,-3,-6,-2,3.3,94,-9,-8
CC[C@H](C)[C@@H](CN[C@H](C)CNC)NCCC(c1ccccc1)c1ccccc1,16,-0.3,-3.0,-13,3,-8,0.4,99,11,-1
CCOC(=O)c1c(NC(C)=O)sc2c1CCN(Cc1ccccc1)C2,-8,-0.1,-0.4,-2,-8,13,2.5,97,4,0
COc1ccccc1CN1CC(C(=O)N(C)CCc2nc3ccc(F)cc3[nH]2)CCC1=O (stereo unspecified),3,-0.2,-0.5,4,2,1,0.6,99,-1,4
Cc1ccc(Nc2ccc(S(=O)(=O)N3CCOCC3)cc2[N+](=O)[O-])c(C)c1,7,-0.5,5.2,-1,3,-7,-1.5,96,21,1
CS(=O)(=O)Nc1ccc(C(=O)NCc2ccc3c(c2)OCO3)cc1,9,0.2,-1.3,1,3,1,-3.8,101,12,0
CC(=O)Nc1cccc(OCc2c(F)cccc2Cl)c1,6,0.4,-1.5,1,3,10,0.0,86,2,-1
COC(=O)C1=C(C)N(Cc2ccccc2)C(=O)N[C@H]1c1ccccc1,0,1.2,2.0,2,4,-6,0.7,99,7,24
Cc1cc(C)n(/N=C/c2c[nH]c3ccccc23)c(=O)c1C#N,1,-0.1,-1.7,0,-4,5,-0.6,92,2,0

Single records (already shown). Order of screens: ABHD5 PLIN5 PPI, aDG glyco act, iPSC survival up, N-glyco inh, m5-HT2A agonist, H9c2 protect, MC4R barr agon, ABCB6 inh 2, MC4R antag cAMP, Exocytosis inh
Record of Cc1cc(C)n(/N=C/c2c[nH]c3ccccc23)c(=O)c1C#N → 1, -0.1, -1.7, 0, -4, 5, -0.6, 92, 2, 0
Record of CC1CCCCC1NC(=O)Cn1cnc2c1c(=O)n(C)c(=O)n2C (stereo unspecified) → 5, 0.1, 0.9, 3, -8, 5, 0.7, 99, 15, 5
Record of CC[C@H](C)[C@@H](CN[C@H](C)CNC)NCCC(c1ccccc1)c1ccccc1 → 16, -0.3, -3.0, -13, 3, -8, 0.4, 99, 11, -1
Record of O=c1[nH]c2ccccc2nc1C(Nc1ccccc1)c1ccccc1 (stereo unspecified) → -7, 0.0, -0.6, -3, -6, -2, 3.3, 94, -9, -8

New compounds follow.
molecule,ABHD5 PLIN5 PPI,aDG glyco act,iPSC survival up,N-glyco inh,m5-HT2A agonist,H9c2 protect,MC4R barr agon,ABCB6 inh 2,MC4R antag cAMP,Exocytosis inh
COc1ccc(-c2nc(N)ncc2Oc2ccccc2Br)c(O)c1,3,0.0,0.1,2,-4,-19,3.5,99,9,5
CCc1nnc(NC(=O)[C@@H](NC(=O)c2ccc(C(C)(C)C)cc2)C(C)C)s1,-12,-0.3,-0.7,-1,0,-8,-2.8,100,12,8
COc1cc(/C=C(\C#N)C(=O)Nc2ccccn2)ccc1O,-21,-0.1,-0.4,1,12,-6,1.4,97,6,-1
CCn1c(C)c(C(C)=O)c(N2CCN(C(=O)c3ccco3)CC2)nc1=S,2,-0.2,-1.7,2,0,-4,1.1,100,19,6
O=c1ccnc2n1COCS2,1,0.1,-0.2,3,-1,2,-0.7,91,3,0
Cc1cc(C(=O)OCC(=O)Nc2cc(S(=O)(=O)N3CCOCC3)ccc2Cl)c(C)o1,2,0.3,0.1,0,3,5,1.8,91,4,2
C[C@H]1CN([C@@H](C)CO)C(=O)c2cccc(NS(=O)(=O)c3ccc(Cl)cc3)c2O[C@@H]1CN(C)CC1CCCCC1,4,0.1,-1.3,6,-5,2,-1.6,96,5,-5
c1ccc(CC[C@@H]2CC[C@@H](CCc3ccccc3)N2)cc1,-6,0.3,-4.5,3,-8,3,8.4*,102,-2,1
COc1cccc(NC(=O)Cn2c(=O)oc3ccccc32)c1,-9,-0.1,-1.4,-1,2,-3,-0.2,97,11,-2
CC(C)(C)c1ccc(S(=O)(=O)N2CC(=O)Nc3ccccc32)cc1,-6,-0.1,-3.1,-5,-3,-4,-1.6,95,-2,2

New compounds follow.
molecule,ABHD5 PLIN5 PPI,aDG glyco act,iPSC survival up,N-glyco inh,m5-HT2A agonist,H9c2 protect,MC4R barr agon,ABCB6 inh 2,MC4R antag cAMP,Exocytosis inh
O=C(NCc1ccco1)/C(=C\c1cccs1)NC(=O)c1ccccc1,-2,-0.1,0.3,3,1,5,-0.5,95,10,1
Cc1cc(C)cc(C(=O)NCC(=O)OCC(=O)Nc2ccc(C)cc2Br)c1,-1,0.0,-0.3,2,1,5,-1.5,100,13,0
C=CCN1C(=O)CSc2ccc(C(=O)OCC)cc21,2,-0.2,-0.6,1,4,-4,-2.5,100,-6,0
O=C(O)CNC(=O)C(CS)Cc1ccccc1 (stereo unspecified),0,-0.2,-0.1,1,7,6,-0.3,94,6,-5
O=S(=O)(Cc1ccccc1Cl)NCCc1ccc(F)cc1,-4,0.0,-0.2,-1,-5,6,-2.2,100,-3,-8
COc1ccccc1N1CCN(c2nc(C)nc3c2oc2ccccc23)CC1,0,-0.2,-2.1,?,2,-2,-1.4,97,-18,7
COc1ccccc1C(=O)Nc1ccnn1C1CCN(CCCC2CCCC2)CC1,-2,-0.5,0.1,-2,-7,-3,3.1,101,13,-1
O=C(NCCN1CCc2ccccc2C1)C1CCN(S(=O)(=O)N2CCC3(CC2)OCCO3)CC1,-6,-0.1,0.6,-1,-5,2,-1.3,99,6,-2
CC(=O)Nc1ccc(NC(=O)C(C)OC(=O)[C@@H]2CCCN2C(=O)c2cccs2)cc1 (stereo partly specified),-4,0.0,-2.5,0,-3,-3,-2.1,100,7,-2
C[C@@H](O)C(C(=O)N1CCNCC1)n1cc([C@@H](N)CCCCN)nn1 (stereo partly specified),9,-0.1,-1.3,-1,-2,-1,-0.3,93,4,-3

Carrying on.
molecule,ABHD5 PLIN5 PPI,aDG glyco act,iPSC survival up,N-glyco inh,m5-HT2A agonist,H9c2 protect,MC4R barr agon,ABCB6 inh 2,MC4R antag cAMP,Exocytosis inh
CCOc1ccc(CCN2C(=S)N([C@@H](Cc3ccc(O)cc3)CN3CCCC3CN3C(=S)NC[C@@H]3Cc3ccc(O)cc3)C[C@@H]2CC(C)C)cc1 (stereo partly specified),8,0.2,-1.9,-7,-6,-4,-2.7,87,7,-4
Cc1cccc(C)c1NC(=O)CCCSc1nc2ccccc2s1,-16,-0.1,-1.3,-3,2,-2,1.0,93,13,10
CCc1ccc2ncc(S(=O)(=O)c3ccc(C)c(C)c3)c(N3CCCC3)c2c1,-5,0.9,3.5,-4,-5,-12,4.7,104,12,40
Cc1ccccc1NC1C=CS(=O)(=O)C1 (stereo unspecified),-3,-0.3,-1.6,1,3,10,-1.1,99,-7,1
N#C/C(=C\c1cn(-c2ccccc2)nc1-c1cccnc1)c1nnc2n1CCCCC2,-6,0.2,-0.7,-5,0,51*,-0.6,83,3,-1
Cc1cc(C)n(CC(O)Cn2ccc3ccccc32)n1 (stereo unspecified),4,0.0,1.1,0,-1,0,-0.3,104,18,6
O=S(=O)(NCc1ccccc1)c1cccc2nsnc12,-1,-0.2,-0.4,0,4,4,0.4,98,12,3
COc1cc(C(=O)C(O)c2ccc(O)c(OC)c2)ccc1O (stereo unspecified),0,0.0,1.0,2,2,6,-0.3,98,3,0
c1cncc(CNc2ncnc3ccc(-c4ccc5c(c4)OCCO5)cc23)c1,-5,0.0,3.3,-1,1,7,-0.6,101,12,10
CSc1cccc(NC(=S)N(Cc2ccccc2)Cc2ccccn2)c1,5,0.1,-0.8,-3,-2,-9,-2.9,100,7,1

Further structures
compound	ABHD5 PLIN5 PPI	aDG glyco act	iPSC survival up	N-glyco inh	m5-HT2A agonist	H9c2 protect	MC4R barr agon	ABCB6 inh 2	MC4R antag cAMP	Exocytosis inh
Cc1cc2nc(CCN(C(=S)NCC(C)C)C3CCCC3)[nH]c2cc1C	-6	3.7	-1.6	-3	-4	-10	3.1	99	5	1
COCCN1CCCC(CNCc2cn(C)nc2-c2ccc(Oc3ccccc3)cc2)C1 (stereo unspecified)	11	3.0	-3.4	-3	5	-9	-3.1	96	5	54
Cc1cc(C)c(S(=O)(=O)N(C)CC(=O)NCCN2CCOCC2)c(C)c1	-6	-0.1	-0.4	1	4	-5	1.6	99	4	-20
Cc1[nH]c2ccccc2c1C(c1ccccn1)N1CCC(C)CC1 (stereo unspecified)	-2	0.7	-5.0	-7	-3	14	-0.3	96	-1	10
CN(C)CCCNc1ncnc2sc(-c3ccccc3)cc12	6	0.8	-0.5	16	-11	4	-0.7	98	-2	8
Cc1ccc(N2C(=O)[C@@H]3C(c4cccnc4)=NO[C@@H]3C2=O)cc1	4	0.1	-0.4	-1	4	2	-0.3	96	7	2
CCNC(=S)N(Cc1ccc2c(c1)OCO2)C1CC(=O)N(c2ccc(OC)cc2)C1=O (stereo unspecified)	-4	-0.1	-0.1	0	-1	-6	1.8	89	8	-4
O=C(C1CCCN(S(=O)(=O)c2cccc3nsnc23)C1)N1CCc2ccccc21 (stereo unspecified)	2	0.1	-1.4	-1	-7	-10	-2.7	96	6	-2
CN1C(=O)CSc2ccc(NC(=O)N3CCC(N4CCCCC4)CC3)cc21	-1	-0.3	-0.4	5	0	13	-0.2	100	0	1
CN1CCCN(S(=O)(=O)c2ccc3c(c2)OCCO3)CC1	7	-0.2	-0.5	2	-2	-6	-0.3	99	6	0
CN1CCN(C(=O)c2cnn3c(C(F)F)cc(C4CC4)nc23)CC1	8	0.0	3.2	1	1	2	-0.2	96	3	0
COc1ccc(-c2cc(-c3ccccc3)c(C#N)c(=S)[nH]2)cc1	-9	0.1	-0.3	1	1	-11	-2.0	100	22	-11
Brc1ccc(C2=Nc3ccccc3C(c3ccncc3)=NN2)cc1	3	-0.1	0.4	-1	0	-3	-4.1	97	-6	3
